Bioassay records from PubChem BioAssay.
Lipid storage S3: qHTS Assay for Lipid Storage Modulators in Drosophila S3 Cells; 0.64% of 320,000 active; Potency in µM for hits, for the others lipid storage change, negative = inhibition, % at the top dose, mostly 46.1 µM; Drosophila S3 cells, BODIPY lipid droplet fluorescence, 18-24 h; cells fed with added oleic acid; AID 2685; active = well fitted inhibition curve with a large enough effect in the signal ratio, with a control signal flat, not every such curve was filed as active; inconclusive = small, poorly fitted or top-dose-only effect, or effect the other way, or a change in a side signal; the % refers to the signal ratio
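Drosophila S3 cells got compounds at several concentrations plus oleic acid (400 uM solution). Laser-scanning cytometry with 488 nm excitation read lipid droplets at 500-530 nm and cells at 575-640 nm. Percent activity was relative to 20 uM Triacsin C.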
Lipid storage S3 cell count max: recorded beside Lipid storage S3, whose call it bears; cell number change, %; measured here: cell count max response;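 cells counted by Cell Tracker Red CMTPX staining in the red channel; peak over a dose series mostly up to 46.1 µM; percent activity relative to internal control wells on each plate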
* marks the source's active call; other numbers are inactive results; i = inactive; ? = inconclusive; . = not tested or not shown; [ ] = remark or other dose. % is set by controls: 0 for no effect and ±100 for the full control effect; potency is the fitted concentration of half-maximal effect. Not all compounds are listed; the hit share may differ from the screen's.

Start of the data: the first 2 entries as a preview:
Order of values: Lipid storage S3 cell count max, Lipid storage S3
- Cc1nn(CC(=O)NC2CCC(C)CC2)c(=O)c(C#N)c1C (centres undefined)
  ., i
- COc1ccc(C(=O)OCC(=O)Nc2cccc(C(C)=O)c2)c(OC)c1OC
  18, i

The list itself, previewed entries included:
Order of values: Lipid storage S3 cell count max, Lipid storage S3
- Cc1nn(CC(=O)NC2CCC(C)CC2)c(=O)c(C#N)c1C (centres undefined)
  ., i
- COc1ccc(C(=O)OCC(=O)Nc2cccc(C(C)=O)c2)c(OC)c1OC
  18, i
- COc1ccc(C(=O)N2CCN(Cc3ccccc3)CC2)cc1[N+](=O)[O-]
  -20, i
- O=C(NNc1nc(-c2ccc(F)cc2)cs1)c1ccccc1
  ., ?
- CC(=O)Nc1ccc(N(C(=O)c2ccco2)C(C(=O)NC2CCCCC2)c2ccccc2)cc1 (centres undefined)
  -22, 27%
- Cc1ccc(CN2CCC(CNC(=O)c3ccc(NC(=O)C4=CSCCO4)cc3)CC2)cc1
  5, i
- S=c1[nH]c2cc3c(cc2[nH]1)OCCO3
  ., ?
- O=C(Nc1ccc(/C=C/c2nc3ccccc3o2)cc1)c1c(F)cccc1F
  ., i
- CC(=O)c1cccc(Nc2cc(C)nc3ccc(C)cc23)c1
  -5, -7%
- CCOc1ccc(C(=O)Nc2c(C(=O)N3CCC(N4CCCCC4)CC3)oc3ccccc23)cc1
  ., ?
- Cc1cc(NC(=O)CSc2ccc3nnc(-c4cccs4)n3n2)no1
  ., ?
- Cc1ccc2c(c1)N(CC(=O)NC1CCCC1)C(=O)CO2
  ., ?
- CC(=O)c1cccc(NC(=O)c2cc(C)nn2-c2ccccc2)c1
  9, 13%
- CCOC(=O)C1=C(C)C(c2ccccc2OC)NC(=O)N1 (centres undefined)
  ., ?
- CN(C(=O)Cn1cc([N+](=O)[O-])ccc1=O)C1CCCCC1
  ., ?
- CC(Sc1nc(N2CCOCC2)c2c(c1C#N)CC(C)(C)OC2)C(=O)O (centres undefined)
  10, -1%
- Cc1cc(C)n2nc(-c3ccco3)nc2n1
  0, -1%
- COc1ccccc1NS(=O)(=O)c1ccc(C)c(NC(=O)C2CCCO2)c1 (centres undefined)
  ., ?
- CCOc1cc(C2C3=C(CC(C)(C)CC3=O)OC3=C2C(=O)CC(C)(C)C3)cc([N+](=O)[O-])c1O
  ., ?
- CC(C)(C)NC(=O)C(c1cccnc1)N(C(=O)c1ccc(Cl)nc1)C1CCCC1 (centres undefined)
  ., ?
- CC1(C)CC(NC(=O)c2cccc(Cl)c2)CC(C)(C)N1
  2, i
- CC1CN(C(=O)CCC(=O)NCc2ccc(Cl)cc2)c2ccccc2O1 (centres undefined)
  -3, 6%
- COc1ccc(OC)c(CCNC(=O)c2cccc(NC3=NC4CS(=O)(=O)CC4S3)c2)c1 (centres undefined)
  12, i
- Cc1nc(C)n(CCNC(=O)c2ccco2)n1
  ., i
- COc1ccccc1N(CC(=O)NCCSCc1ccccc1Cl)S(C)(=O)=O
  -3, 15%
- Cc1cc(C)c(NC(=S)N(C)C)c(C)c1
  12, -5%
- COc1cccc(C(=O)N2CCOCC2)c1OC
  ., ?
- Cc1c(C)n2c(SCC(=O)N3CCOCC3)nnc2[nH]c1=O
  -5, -7%
- COc1ccccc1CN1C(=NC(=O)C2CCCCC2)SC2CS(=O)(=O)CC21 (centres undefined)
  13, 21%
- CCNc1ccc(P(=O)(c2ccccc2)c2ccccc2)cc1
  ., ?
- Clc1ccc(OCCCN2CCCC2)cc1Cl
  3, 2%
- COc1ccc(-n2c(CN3CCN(c4ccccc4)CC3)nc3ccc([N+](=O)[O-])cc3c2=O)c(OC)c1
  ., ?
- Cc1occc1C(=O)Nc1ccc2c(c1)CCC2
  ., i
- C=CCn1c(C)nc2c(sc3nc4c(cc32)COC(C)(C)C4)c1=O
  10, -9%
- O=C(CCCN1C(=O)/C(=C/c2ccccc2Cl)SC1=S)NNC(=O)c1ccc(Cl)cc1
  ., ?
- CN(CC(=O)N(C)CC(=O)Nc1c(Cl)cccc1Cl)Cc1ccc(Br)s1
  -6, i
- O=C(/C=C(/c1ccc(Cl)cc1)n1cncn1)c1ccccc1
  ., ?
- CC(=O)Oc1ccc2c(=O)c(-c3nc4ccccc4s3)coc2c1
  ., ?
- NS(=O)(=O)c1ccc(S(=O)(=O)N2CCN(C3CCCC3)CC2)cc1
  ., ?
- Cc1ccc(C)c(Cn2c(C(C)O)nc3ccccc32)c1 (centres undefined)
  ., ?
- CCOC(=O)C1=C(COC(=O)CNC(=O)c2ccc(Cl)cc2Cl)NC(=O)NC1C (centres undefined)
  ., ?
- CCC(C)NCCOCCOc1ccc(Cl)cc1Br (centres undefined)
  -1, -7%
- O=C(CN1C(=O)NC2(CCCCC2)C1=O)N(Cc1ccco1)Cc1cccs1
  ., ?
- CCSc1nnc(NC(=O)C(CC)(C(F)(F)F)C(F)(F)F)s1
  1, i
- COc1ccc(CN(Cc2ccncc2)C(=O)CCC(=O)O)cc1
  ., ?
- CC1=NN(c2ccccc2)C(=O)/C1=C\c1cn(CCC#N)nc1-c1ccc(Cl)cc1
  ., ?
- Cn1c(O)c(C=NCC2CCNCC2)c(=O)n(C)c1=O
  20, -3%
- COc1ccc(NC(=O)C(Sc2nnc(-c3ccncc3)n2-c2ccccc2C)c2ccccc2)cc1Cl (centres undefined)
  4, 13%
- COc1ccc(NC(=S)NNC(=O)C(C)n2nc(C)c([N+](=O)[O-])c2C)cc1 (centres undefined)
  ., ?
- Cc1ccc(-c2nnn(CC(=O)NC(=O)NC3CCCCC3)n2)cc1
  -26, 5%[0.0737 µM]

Next records
Order of values: Lipid storage S3 cell count max, Lipid storage S3
- CCN1CCCC1CNS(=O)(=O)c1ccc(F)c(Cl)c1 (centres undefined)
  ., ?
- N/C(=N\OC(=O)CCCOc1ccccc1)c1cccc([N+](=O)[O-])c1
  ., ?
- Cc1cccc(-c2cc3c(N=O)c4ccccc4c-3n[nH]2)c1
  ., ?
- CCCCNC(=O)[C@H]1N2C(=O)c3c(ccc(OC)c3OC)C2SC1(C)C (some centres undefined)
  5, 2%
- CCN(C(=O)COC(=O)Cc1coc2cc(C)ccc12)c1c(N)n(Cc2ccccc2)c(=O)[nH]c1=O
  ., ?
- N#CC1=C(S)N=C(N)C(c2nc(-c3ccccc3)cs2)C12CCCC2 (centres undefined)
  ., ?
- Cc1ccc(Oc2ncccc2/C=N/O)cc1
  -5, -2%
- COc1ccc([N+](=O)[O-])cc1N(CC(O)CN1CCOCC1)S(=O)(=O)c1ccccc1 (centres undefined)
  ., i
- O=C(Cn1cnc2c(nnn2-c2ccccc2)c1=O)NCC1CCCO1 (centres undefined)
  ., ?
- COc1ccc(C2CC(c3ccccc3)Nc3nc(NC(=O)c4cccs4)nn32)cc1 (centres undefined)
  3, i
- CCOc1ccc(S(=O)(=O)c2c[nH]c3ccccc3c2=O)cc1
  ., ?
- Cc1ccc(S(=O)(=O)NC(=O)NN2CCCCCC2)cc1
  17, 0%
- CC(=O)c1cc2c(cc1NC(=O)c1ccc(C)cc1)OCO2
  ., ?
- CCc1nc2c(c(=O)[nH]1)C1(CCCC1)Cc1ccccc1-2
  1, -11%
- CCN1C(=NCc2ccc(OC)cc2)N[C@@H](CCc2ccccc2)[C@H](C(=O)NCc2ccc(OC)cc2)[C@H]1C
  -3, ?
- Cc1cccc(NC(=O)Cn2c(O)c(N=NC(N)=S)c3ccccc32)c1
  ., ?
- O=C(Nc1nc(-c2ccccn2)cs1)C1CC(=O)N(c2ccc3c(c2)OCCO3)C1 (centres undefined)
  ., ?
- Cc1nc2c(C)cccc2cc1C(=O)N/N=C/c1ccc(N(C)C)cc1
  ., ?
- COc1ccc(C(=O)OCC(=O)Nc2ccc(Cl)cn2)cc1
  ., ?
- COc1ccc(CN2CN(C(C)C)CSC2=S)cc1
  ., ?
- CN1CC=C2C(C#N)=C(N)C(C#N)(C#N)[C@H](c3cccc(Cl)c3)C2C1 (some centres undefined)
  ., ?
- CC(C)(C)c1cc(C(=O)O)n(Cc2ccc(Cl)cc2Cl)n1
  6, -11%
- COC(=O)c1cc(C(=O)NCc2ccc3c(c2)OCO3)cc([N+](=O)[O-])c1
  ., ?
- CNc1nc(Sc2ccc(C)cc2)cc(C(F)(F)F)n1
  ., ?
- CC1(C)CC(NS(=O)(=O)c2ccc(S(N)(=O)=O)cc2)CC(C)(C)N1
  3, i
- CCOc1ccccc1NC(=O)Cn1c(=O)oc2cc(Cl)ccc21
  6, 6%
- Cc1[nH]c(=O)[nH]c(=O)c1N1CCOCC1
  ., ?
- COC(=O)c1ccc(NC(=O)c2ccc3nsnc3c2)cc1
  ., ?
- O=C(Nc1ccccc1N1CCN(C(=O)c2ccc(Cl)cc2)CC1)c1cccc(F)c1
  20, -27%
- C/C(=N\N1CCN(Cc2ccc(Cl)cc2)CC1)c1ccc([N+](=O)[O-])cc1
  ., ?
- COC(=O)c1ccc(-n2c(C)cc(C(=O)COC(=O)CC3Sc4ccccc4NC3=O)c2C)cc1 (centres undefined)
  24, -13%
- CCN(CC)S(=O)(=O)c1cccc(C(=O)N[C@H](C(=O)NCc2ccc(Cl)cc2)C(C)C)c1
  ., ?
- CC1(C)Oc2ccc(C(=O)NC3CCCC3)cc2N(CC(=O)NC2CCCC2)C1=O
  ., ?
- COc1ccc(OC)c(S(=O)(=O)n2nnc3ccccc32)c1
  ., ?
- CC(OC(=O)CCN=C1NS(=O)(=O)c2ccccc21)C(=O)Nc1ccc(F)c(F)c1F (centres undefined)
  ., ?
- COc1ccc(/C=C/C(=O)CCC(=O)O)cc1
  -1, 20%
- Cc1ccc(C)[n+](CC(=O)N2CCCCC2)c1
  ., ?
- Cc1cc(NC(=O)CCC(=O)N(CC(=O)NC2CCCC2)c2ccc(F)c(Cl)c2)no1
  ., ?
- CC(=O)c1ccc(NC(=O)C2CC(=O)Nc3nc4ccccc4n32)cc1 (centres undefined)
  6, 12%
- COc1cccc(Oc2c(C)oc3c(CN4CCCCC4)c(O)ccc3c2=O)c1
  2, 9%
- CC1CCc2sc(C(=O)NC3CCN(Cc4ccccc4)CC3)cc2C1 (centres undefined)
  -22, -4%
- CCCC(=O)C1=C(O)C(C(=O)OC)C(C)(C)CC1=NCc1ccccc1 (centres undefined)
  -6, -2%
- CCNC(=S)NC(=NCc1cccnc1)Nc1nc(C)cc(C)n1
  ., ?
- COCCNC(=O)C1CCN(C(=O)c2cc3sccc3n2Cc2ccc(F)cc2)CC1
  -3, -2%
- O=[N+]([O-])c1ccc(-n2nnnc2CN2CCCCC2)cc1
  ., ?
- O=c1cc2oc3cc(O)c(O)cc3c(-c3ccccc3[N+](=O)[O-])c-2cc1O
  ., ?
- CCc1[nH]c(=O)c(C#N)c2c1COC(C)(C)C2
  7, i
- CNC(=S)N/N=C/c1cc(Br)cc(Br)c1O
  16, 7%
- COc1cccc(OCC(=O)NC2CCCCC2)c1
  ., ?
- Fc1cccc(Cc2noc(CN3CCSCC3)n2)c1
  6, 3%

Continuation:
Order of values: Lipid storage S3 cell count max, Lipid storage S3
- COc1ccc(S(=O)(=O)N(n2c(C)nnc2-n2nc(C)cc2C)S(=O)(=O)c2ccc(OC)cc2)cc1
  17, 0%
- COc1ccccc1S(=O)(=O)NCc1ccc(C(=O)N(C)Cc2ccc(F)cc2)cc1
  ., ?
- CCCn1c(SC(C(=O)Nc2cc(C)ccc2OC)c2ccccc2)nc2ccccc2c1=O (centres undefined)
  -11, 9%
- CCCC(c1nnnn1C1CCCCC1)N1CCN(C(=O)c2ccco2)CC1 (centres undefined)
  ., ?
- Cc1[nH]c2ccc3ccccc3c2c(=O)c1C/C=C/Cl
  -1, -1%
- NS(=O)(=O)c1ccc(CNC(=O)COc2ccc3c4c(c(=O)oc3c2)CCCC4)cc1
  ., ?
- N#Cc1ccc(-c2ccc(C3Nc4ccccc4C(=O)N3O)o2)cc1 (centres undefined)
  ., ?
- CC(=O)Nc1ccc(N(C(=O)CNC(=O)c2cccs2)C(C(=O)NCC2CCCO2)c2ccccc2)cc1 (centres undefined)
  13, -3%
- Cc1cccc(C)c1NC(=O)CN1CCN(C(=O)CNC(=O)c2ccc(N3CCCC3=O)cc2)CC1
  ., ?
- COc1ccc(CCC(=O)O)cc1OC
  ., ?

A draw from above in order of heavy-atom count, smallest number first.
Order of values: Lipid storage S3 cell count max, Lipid storage S3
- COc1ccc(CCC(=O)O)cc1OC
  ., ?
- N#Cc1ccc(-c2ccc(C3Nc4ccccc4C(=O)N3O)o2)cc1 (centres undefined)
  ., ?
- NS(=O)(=O)c1ccc(CNC(=O)COc2ccc3c4c(c(=O)oc3c2)CCCC4)cc1
  ., ?
- CCCn1c(SC(C(=O)Nc2cc(C)ccc2OC)c2ccccc2)nc2ccccc2c1=O (centres undefined)
  -11, 9%
- COc1ccc(S(=O)(=O)N(n2c(C)nnc2-n2nc(C)cc2C)S(=O)(=O)c2ccc(OC)cc2)cc1
  17, 0%
- CC(=O)Nc1ccc(N(C(=O)CNC(=O)c2cccs2)C(C(=O)NCC2CCCO2)c2ccccc2)cc1 (centres undefined)
  13, -3%

New compounds follow:
Order of values: Lipid storage S3 cell count max, Lipid storage S3
- O=C(/C=C/c1ccco1)OCC(=O)c1ccc(OC(F)F)cc1
  -19, -13%
- COCCCNC(=O)/C(C#N)=C/c1c(N2CCN(c3ccccc3)CC2)nc2ccccn2c1=O
  17, i
- C=CCNc1nc(C(=O)OCC(=O)NCc2ccccc2OC)cs1
  ., 23%
- CCc1ccc(OCC(=O)NC2CCCCC2)c(Br)c1
  22, i
- Cc1ccc(CNC(=O)CSc2nnc(CNC(=O)c3ccccc3)o2)cc1
  ., ?
- COc1ccc(CCNC(=O)c2ccc(Cl)cc2)cc1
  ., i
- COC1CCCN(C(=O)c2ccc3oc(Cc4ccc(Cl)cc4)nc3c2)C1 (centres undefined)
  ., ?
